# HCV inh: HCV inhibition; Huh7.5.1 HCVcc-Cre infection, luciferase reporter, 44 h; Potency, µM (series often up to 41.8 µM), without a hit: top-dose activity change, negative = inhibition, usual class: inhibitors; hit rate 3.4% among 340,000; also: potency is read from the fitted curve at half-maximal effect
#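 Cells (1,000/well) were plated 4 h before compound, then infected with HCVcc-Cre virus (~0.5 moi). After 44 h further culture, infection was read as luciferase luminescence following a 15 min substrate incubation at room temperature.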
# HCMV antiviral: blocks human cytomegalovirus replication | activity change, negative = inhibition, % at 57.5 µM | HFF cells, HCMV-luciferase reporter, 72 h; active compounds read low | hit rate 4.5% among 410,000; in the data active = activity change below about -60%; inconclusive = no clear call, values can overlap the other calls; inactive = above about -39%
#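 Two-dose cell screen: HFF monolayers treated with compounds and infected with luciferase-expressing HCMV at 1 PFU/cell, 72 h at 37C, then lysed for luciferase measurement.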
# Sm TGR inh: inhibitors of Schistosoma mansoni thioredoxin glutathione reductase | hit rate 3% among 360,000 | Potency, µM (top dose mostly 114 µM), for inactives: at the top dose activity change, negative = inhibition, most hits filed as inhibitors | purified TGR, DTNB reduction, TNB absorbance 405 nm; also: potency is read from the fitted curve at half-maximal effect; nearly all actives have a fitted effect of over 60% in size
#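 First, TGR (20 nM dispensed) and NADPH were mixed with compound. Second, a 15 min room-temperature incubation followed. Third, further NADPH and then DTNB were added to start the reaction. Finally, TNB absorbance was monitored kinetically.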
# AmpC no deterg: inhibitors of E. coli AmpC beta-lactamase without detergent. AID 485341. Potency, µM (highest dose often 57.1 µM), without a hit: at the top dose activity change, negative = inhibition, actives largely listed as inhibitors. hit rate 0.52% among 330,000. P00811. AmpC nitrocefin hydrolysis, absorbance 480 nm, 0.0001% Triton;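 also: potency is read from the fitted curve at half-maximal effect; plate controls were no compound for no effect and no enzyme for full effect; nearly all actives have a fitted effect of over 20% in size; some results filed as inactive show a strong effect at the top dose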
# Target sequence (P00811 whole entry, looked up): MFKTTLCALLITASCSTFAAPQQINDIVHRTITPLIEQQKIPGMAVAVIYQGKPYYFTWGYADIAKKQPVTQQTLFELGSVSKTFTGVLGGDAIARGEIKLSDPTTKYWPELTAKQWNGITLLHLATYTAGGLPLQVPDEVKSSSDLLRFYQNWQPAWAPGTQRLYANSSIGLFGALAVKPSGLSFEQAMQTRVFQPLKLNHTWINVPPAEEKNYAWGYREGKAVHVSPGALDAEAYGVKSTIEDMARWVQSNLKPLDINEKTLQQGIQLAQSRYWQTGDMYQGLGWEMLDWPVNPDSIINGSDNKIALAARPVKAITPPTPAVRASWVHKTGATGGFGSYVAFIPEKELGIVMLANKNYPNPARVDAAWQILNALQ
#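 AmpC (5.3 nM in the dispensed reagent) in 20 mM phosphate pH 7.0 with 0.01% (detergent screen) or 0.0001% Triton X-100 was preincubated with compounds for 15 min at room temperature. Nitrocefin was then added from an 800 uM solution, and hydrolysis was followed at 480 nm.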
# Giardia FBPA inh: blocks Giardia fructose-bisphosphate aldolase activity; Potency, µM (doses to about 59.6 µM), for the others: at the top dose activity, negative = inhibition, hits mostly inhibitors; purified Giardia FBPA; hit rate 0.71% among 290,000; also: potency is read from the fitted curve at half-maximal effect; nearly all actives have a fitted effect of over 55% in size
# Target sequence (A8B2U2 whole entry, looked up): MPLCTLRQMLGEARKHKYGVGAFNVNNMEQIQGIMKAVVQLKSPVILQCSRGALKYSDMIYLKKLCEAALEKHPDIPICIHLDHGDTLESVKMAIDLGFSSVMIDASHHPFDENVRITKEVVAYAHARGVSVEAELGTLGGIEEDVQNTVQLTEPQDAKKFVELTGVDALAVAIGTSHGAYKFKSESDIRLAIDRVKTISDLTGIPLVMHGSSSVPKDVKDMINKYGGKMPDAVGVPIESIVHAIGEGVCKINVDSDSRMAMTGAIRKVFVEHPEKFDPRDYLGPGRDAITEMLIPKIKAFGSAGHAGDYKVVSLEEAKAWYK
#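 40 nM FBPA preincubated 10 min at RT with compound (up to 57.5 uM final), then substrate plus GAPDH/TPI/NAD/arsenate coupling and diaphorase/resazurin added. Fluorescence read after 20 min at RT, 525/598 nm.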
# AmpC detergent: inhibitors of E. coli AmpC beta-lactamase with detergent | P00811 | AmpC hydrolysis of nitrocefin, absorbance 480 nm, 0.01% Triton | Potency, µM (doses to about 114 µM), for the others: top-dose activity change, negative = inhibition, usual class: inhibitors | hit rate 0.041% among 370,000 | AID 485294;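 also: potency is read from the fitted curve at half-maximal effect; 0% = no-compound wells and -100% = no-enzyme wells; nearly all actives have a fitted effect of over 25% in size; some results filed as inactive show a strong effect at the top dose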
#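 20 mM phosphate pH 7.0 + 0.01% (detergent screen) or 0.0001% Triton X-100; 5.3 nM AmpC reagent; cpd preinc 15 min RT; nitrocefin (800 uM stock) to start; A480 q20 s × 4 min; Activity was normalised to no-enzyme and no-compound control wells.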
# Numbers without * were called inactive; ? = inconclusive; . = not tested or not shown; & = joins results of further samples; [ ] = remark or other dose. Unless noted, calls follow the shape of the dose curve; as a rule, active = well fitted curve in the direction sought with a large enough effect; inconclusive = small, poorly fitted or top-dose-only effect, or another doubt; inactive = no such curve, though single readings can be large; an effect the other way counts as inactive or inconclusive. Unless noted, % is scaled to controls: 0 for no effect and ±100 for the full control effect.
Compound | HCV inh | HCMV antiviral | Sm TGR inh | AmpC no deterg | Giardia FBPA inh | AmpC detergent
CCCc1nnc(NC(=O)c2cccs2)s1 | 4% | 71 | -23% | -23% | 2% | 3%
Cn1c(SCC(=O)N2CCCc3ccccc32)ncc(C(=O)Nc2ccc(F)cc2)c1=O | . | -29 | -12% | . | . | -1%
O=c1c(C(c2c(O)nc3n(c2=O)CCS3)c2cccc3ccccc23)c(O)nc2n1CCS2 | 4% | -3 | ? | -23% | 10% | 0%
O=S(=O)(c1ccc(F)cc1)c1nc(-c2ccccc2F)oc1N1CCCCC1 | -5% | -29 | 10µM* | -26% | -13% | ?
Cc1ccc(N2C(=O)C3C4C=CC(C4)C3C2=O)cc1C (stereo unspecified) | 23% | 19 | -4% | -15% | 3% | 0%
CC(C)NC(=O)CSCc1ccccc1Cl | 7% | 7 | 0% | ? | 2% | -1%
CC1CCCCN1C(=O)c1cc(-c2ccc3c(c2)OCO3)on1 (stereo unspecified) | 7% | 49 | -19% | -3% | 6% | -14%
COc1ccccc1-c1c(C)oc2cc(OCC(=O)OCc3ccccc3)ccc2c1=O | 11% | 2 | -5% | 17% | -6% | ?
CC1CCN(CCOCCOc2ccc(Cl)cc2Br)CC1 | 22µM* | 9 | 0% | 14% | ? | 1%
O=C(CSc1nc2ccccc2c(=O)n1-c1ccccc1)c1c[nH]c2ccccc12 | -10% | 32 | 3% | -20% | 1% | -11%
CCc1ccccc1NC(=O)CN1CCN(C(=O)CNC(=O)c2ccccc2F)CC1 | 14% | -27 | -11% | -5% | . | 3%
Cc1cc(OCC(=O)NCC(c2ccc(F)cc2)N2CCOCC2)ccc1Cl (stereo unspecified) | 4% | -2 | 4% | 210%[activator] | . | -7%
O=C1Nc2ccccc2C(O)(C(=O)NCc2ccc3c(c2)OCO3)N1c1ccccc1 (stereo unspecified) | -10%&2% | 73 | 4% | -24% | 2% | -7%
CCN(CC)S(=O)(=O)c1ccc2c(c1)N(CC(=O)NCCCN1CCN(c3cc(C)ccc3C)CC1)C(=O)CO2 | . | -99* | 6% | . | . | 5%
O=C(Nc1c(C(=O)N2CCN(c3ccccc3F)CC2)oc2ccccc12)c1cccc(F)c1 | . | -16 | 14% | . | . | 25%
CC(=O)N1C=Cc2c(c(C)c3c([nH]c4ccccc43)c2C)C1 | . | . | -6% | 33% | -22% | 1%
O=C(O)c1cc(-c2ccc(-c3c(-c4ccc5c(c4)OCO5)noc3-c3ccsc3)cc2)nc2ccccc12 | ? | ? | -3% | -49% | -11% | -14%
Cc1nn(Cc2ccc(C(=O)Nc3ccccc3C(F)(F)F)o2)c(C)c1Br | ? | -10 | -8% | 143%[activator] | 1% | ?
Cc1ccc2nc(C3CCCN(C(=S)Nc4ccccc4C)C3)[nH]c2c1 (stereo unspecified) | ? | ? | -21% | -9% | -13% | ?
Cc1ccc(NC(=O)NC(=O)CN2C(=O)NC3(CCCCCCC3)C2=O)c(C)c1 | 14% | 28 | -9% | -21% | 4% | ?
COc1ccc(S(=O)(=O)N2CCCCCC2)cc1C(=O)NCc1cccs1 | ? | -8 | -12% | -17% | . | -5%
COc1ccc(C(NCC(=O)NC(C)c2ccc(Cl)cc2)c2ccccc2)cc1 (stereo unspecified) | 11µM* | 15 | -8% | 62%[activator] | ? | -8%
O=C(CCCc1ccccc1)Nc1ccc(Br)cc1F | -1% | . | 2% | -19% | -11% | 9%
Cc1ccc(OCc2ccc(C(=O)Nc3nc4ccccc4n3Cc3ccccc3)o2)c([N+](=O)[O-])c1 | ? | -27 | -7% | -12% | 3% | 1%
Cn1c(=O)[nH]c(=O)c2c1nc1n2CCCN1CCc1ccccc1 | -10% | 71 | 3% | -12% | -8% | ?
CCc1c(C)nc2ncnn2c1N1CCCC(C(=O)NCc2ccc3c(c2)OCO3)C1 (stereo unspecified) | -1% | ? | 0% | -7% | 0% | -14%
O=C(Cn1cc(S(=O)(=O)Cc2cccc(Cl)c2)c2ccccc21)NCc1ccccc1Cl | . | 0 | 1% | . | . | -5%
Clc1ccccc1CSc1nnc(-c2cccnc2)n1Cc1ccco1 | -2% | -24 | 0% | 76%[activator] | -13% | -4%
O=C(CS)Nc1ccc2ccccc2c1 | ? | 63 | -35% | -29% | -7% | 8%
CCN(CC)S(=O)(=O)c1cccc(-c2nnc(SCCOc3ccccc3C)o2)c1 | 13µM* | ? | -2% | 10% | -5% | 3%
CCOC(=O)c1sc2nc(-c3ccco3)c3c(c2c1N)CC(C)(C)OC3 | ? | -24 | 0.89µM* | 34% | ? | -11%
O=C(COC(=O)CCC(=O)c1cccs1)Nc1ccc(F)c(F)c1F | 16% | -31 | . | -13% | . | .
O=C(CCNC(=O)c1ccc(Br)cc1)Nc1ccccc1N1CCOCC1 | 3% | -24 | -15% | 38% | . | ?
O=C(c1cc(COc2ccc(F)cc2Cl)on1)N1CC[C@@H]2CCCC[C@H]2C1 | . | 12 | -8% | 1% | . | -1%
O=C(N/N=C/c1cccnc1)c1ccc(NC(=O)c2ccccc2Cl)cc1 | ? | ? | -11% | -27% | 6% | -10%
CCOC(=O)C1=C(c2ccccc2)Nc2ncnn2C1c1cc(OC)cc(OC)c1OC (stereo unspecified) | -5% | 63 | -28% | 22% | -8% | ?
COc1ccc(CCNC(=O)CCn2c(=O)c3ccccc3n(Cc3ccccc3)c2=O)cc1OC | . | 8 | 0% | . | . | -3%
CCOC(=O)C1CCCN(C(=O)Cn2nc(C)n3c(cc4c(OC)cccc43)c2=O)C1 (stereo unspecified) | 5% | 0&23 | 5%&4% | 113%[activator] | . | 2%&19%
Cc1ccc(NS(=O)(=O)c2cccc3cccnc23)c(Cl)c1 | 9% | -26 | 8% | -32% | -7% | 2%
CCOC(=O)C1=C(COC(=O)CNS(=O)(=O)c2ccc(C)cc2)NC(=O)NC1C (stereo unspecified) | 8% | -25 | -1% | -9% | . | 0%
O=C(CC(NCc1cccnc1)C(=O)O)Nc1ccc(O)cc1 (stereo unspecified) | . | 5 | -21% | . | . | 18%
CN(C)CCCNC(=O)CC1C[C@H](C(=O)N2CCCCC2)[C@@]2(CCc3ccccc3)c3[nH]c4ccccc4c3CCN2C1=O (stereo partly specified) | 6% | -16 | . | 23% | . | .
COc1cc(Cl)c(C)cc1NC(=O)c1cc2c(Cl)nc3ccc(C)cc3c2s1 | . | -1 | -10% | . | . | -3%
Cc1occc1C(=O)Nc1cccc([N+](=O)[O-])c1 | 20% | 3 | ? | -21% | 1% | -1%
COc1ccc(Cl)cc1NC(=O)Cn1c(C)csc1=O | -18% | 63 | -8% | -22% | . | -1%
CCN(CC)CCNC(=O)Cn1nc(C)c2c(C)n(-c3ccccc3)nc2c1=O | . | 4 | 2% | . | . | -4%
COCCOCCn1cnc2ccccc21 | 7% | 81 | -4% | -29% | 3% | 6%
COc1cc(OC)cc(N(C(=O)C2COc3ccccc3O2)C(C(=O)NC2CCCCC2)c2ccc(O)cc2)c1 (stereo unspecified) | ? | -77* | -7% | -20% | -6% | -5%
CCOc1ncccc1C(=O)Nc1nnc(C)s1 | -9% | -12 | 4% | 0% | 2% | -1%
O=C(CN1CCCCCC1)Nc1ccc([N+](=O)[O-])cc1Cl | -9% | ? | -32% | -27% | -3% | 4%
Cc1ccc(OCC(=O)Nc2nnc(SCc3cc(=O)c4ccccc4[nH]3)s2)cc1C | . | -2 | 3% | . | . | 5%
COc1ccccc1NC(=O)Cn1c(=O)n(CCC(=O)NCC2CCCO2)c(=O)c2cc(OC)c(OC)cc21 (stereo unspecified) | . | 5 | -8% | . | . | -6%
COc1ccccc1NC(=O)C(=O)NNC(=O)c1ccco1 | -3% | 72 | 4% | -12% | -8% | -3%
C[C@]12c3[nH]c4ccc(Cl)cc4c3CCN1C(=O)[C@@H](CC(=O)NCCCn1ccnc1)C[C@@H]2C(=O)N1CCCCC1 | ? | -15 | . | 240%[activator] | . | .
COc1ccc(CC(=O)Nc2sc3c(c2C(N)=O)CCCC3)cc1 | ? | -24 | -15% | -15% | 13% | -5%
Cc1cccc(SC2CCN(C(=O)C3CCC(=O)N(C4CC4)C3)CC2)c1 (stereo unspecified) | -11% | ? | 9% | 131%[activator] | 6% | -9%
Brc1cc2ccccc2[n+](Cc2ccccc2)c1 | ? | -101* | -13% | -10% | . | -1%
CCOc1cc(C)c(S(=O)(=O)Nc2ccc(Cl)cn2)cc1C | 8% | 6 | 0% | -50% | 4% | 1%
Cc1ccc2c(c1)-c1c(cnn1CC(=O)N1CCN(c3cc(C)ccc3C)CC1)CO2 | . | -7 | 15% | . | . | 18%
O=C(O)C1C2CCC(O2)C1C(=O)Nc1ccc(Cl)cc1 (stereo unspecified) | 11% | ? | . | -13% | -26% | -6%

# Going on with the list:
Compound | HCV inh | HCMV antiviral | Sm TGR inh | AmpC no deterg | Giardia FBPA inh | AmpC detergent
COc1ccc(NC(=O)c2nc[nH]c2C(=O)N[C@@H](C)c2ccccc2)cc1 | -5%[8.37 µM] | -35 | -12% | 38% | -24% | -5%
CCc1ccc(Nc2ncc3c(n2)CC(C)CC3=O)cc1 (stereo unspecified) | -3% | 65 | 4% | -12% | 2% | -3%
CCCOC(=O)C1C2C=CC3(CN(c4cccc(Cl)c4)C(=O)C13)O2 (stereo unspecified) | -4% | 3 | 8% | -10% | 4% | ?
O=C(CSc1nnc(CNC(=O)c2ccccc2)o1)NCc1ccco1 | 8% | 55 | 0% | -23% | . | 3%
CCOC(=O)c1ccccc1NC(=O)c1cccc([N+](=O)[O-])c1 | -19% | -25 | -4% | -23% | 3% | -6%
CCC(CC)C(=O)Nc1cccc(C(=O)NC(C)(C)C)c1 | -16% | -37 | . | 2% | 0% | -2%
CCC(C)NC(=O)CSc1nc2c(sc(=S)n2Cc2ccco2)c(=O)n1-c1ccccc1 (stereo unspecified) | ? | ? | -26% | -5% | 1% | -11%
COc1cc(CN2CCNC(=O)C2CC(=O)N2CCCCO2)cc(OC)c1 (stereo unspecified) | 21% | -33 | -28% | 26% | 14% | 5%
Cc1cc(C)c2oc(C(=O)N(Cc3ccccc3)C3CCS(=O)(=O)C3)cc(=O)c2c1 (stereo unspecified) | 20% | 2 | 8% | 83%[activator] | 0% | -3%
Cc1cc(C)cc(N(CCC#N)C(=O)COC(=O)c2ccccc2SCC(=O)N2CCCC2)c1 | 0% | 44 | -9% | 155%[activator] | . | -7%
CS(=O)(=O)N1CCN(c2ccccc2NC(=O)c2ccc3ccccc3c2)CC1 | ? | -19 | -5% | -21% | -3% | -1%
CCN1CCCC1CNC(=O)C1CCN(C(=O)c2cc3sccc3n2Cc2ccc(F)cc2)CC1 (stereo unspecified) | ? | . | -10% | 157%[activator] | -5% | 5%
COc1ccccc1N(CC(=O)N/N=C(\C)c1ccc(F)cc1)S(=O)(=O)c1ccccc1 | 0% | -101* | -9% | -43% | . | -2%

# Compound profiles (already shown). Order of values: HCV inh	HCMV antiviral	Sm TGR inh	AmpC no deterg	Giardia FBPA inh	AmpC detergent
# COc1ccccc1N(CC(=O)N/N=C(\C)c1ccc(F)cc1)S(=O)(=O)c1ccccc1 in the list: 0%	-101*	-9%	-43%	.	-2%
# CS(=O)(=O)N1CCN(c2ccccc2NC(=O)c2ccc3ccccc3c2)CC1 in the list: ?	-19	-5%	-21%	-3%	-1%
# CCCOC(=O)C1C2C=CC3(CN(c4cccc(Cl)c4)C(=O)C13)O2 (stereo unspecified) in the list: -4%	3	8%	-10%	4%	?
